Bioassay records: PubChem, National Center for Advancing Translational Sciences (NCATS)
IL-1B inflam inh = qHTS for Inhibitors of Inflammasome Signaling: IL-1-beta AlphaLISA Primary Screen; actives 4.7% (n = 360,000); THP-1 LPS/ATP IL-1B secretion, AlphaLISA, 16 h; stronger effect = lower value; activity change, % at 57.5 µM; AID 743279, 2014; in the data active = activity change below about -50%; inconclusive = mostly about -30% to -49%; also: % is scaled to controls: 0 for no effect and ±100 for the full control effect
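THP-1 cells pretreated 1 hr with compounds (up to 57.5 uM final), then stimulated with LPS (250 ng/mL final) plus ATP (1.25 mM final); secreted IL-1B measured by AlphaLISA after 16 hr, decreased signal indicating inhibition.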
KB-3-1 tox = qHTS assay for MDR1-selective chemotherapeutics: Primary screen using the parental adenocarcinoma cell KB-3-1; KB-3-1 viability, CellTiter-Glo ATP luminescence, 72 h; Potency, µM (top dose mostly 46.1 µM), inactives show at the top dose activity change, negative = cytotoxic, actives largely listed as cytotoxic; actives 1.4% (n = 400,000); also: potency is read from the fitted curve at half-maximal effect; % is scaled to controls: 0 for no effect and ±100 for the full control effect; nearly all actives have a fitted effect of over 60% in size
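Using CellTiter-Glo luminescence, growth of non-resistant KB-3-1 adenocarcinoma cells is assessed 72 h after pin-tool compound addition at 37 °C. Normalized responses across the concentration series yield fitted curves.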
S2 tox = Viability Counterscreen for Primary qHTS for Inhibitors of ATXN expression; S2 cells (HEK-293 line with an ATXN2-luciferase reporter) viability, CellTiter-Fluor protease fluorescence, 24 h; Potency, µM (doses to about 56.7 µM), most hits filed as cytotoxic; actives 0.49% (n = 400,000); AID 651635, 2014; also: potency is read from the fitted curve at half-maximal effect; nearly all actives have a fitted effect of over 40% in size
ATXN2 expr inh = Primary qHTS for Inhibitors of ATXN expression; actives 0.72% (n = 360,000); Potency, µM (titrated, usually from 57 µM), without a hit: at the highest dose activity change, negative = inhibition, most hits filed as inhibitors; HEK-293 ATXN2-luciferase reporter, luminescence, 24 h; also: potency is read from the fitted curve at half-maximal effect; % is scaled to controls: 0 for no effect and ±100 for the full control effect; nearly all actives have a fitted effect of over 55% in size
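ATXN2-luciferase reporter cells (luciferase flanked by upstream and downstream ATXN2 gene portions) were treated 24 h at 37 °C with compounds at up to 57 uM. SteadyGlo luminescence gave expression; GF-AFC fluorescence gave viability.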
HT1080NT lethal = qHTS for induction of synthetic lethality in tumor cells producing 2HG: qHTS for the HT-1080-NT fibrosarcoma cell line. actives 1.6% (n = 360,000). HT-1080-NT fibrosarcoma viability, CellTiter-Glo ATP luminescence, 48 h. Potency, µM (series often up to 46.1 µM), inactives show at the top dose activity, negative = less viability, hits mostly cytotoxic;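 also: NT is the 2HG producing partner of a matched IDH1 knockdown line; potency is read from the fitted curve at half-maximal effect; 0% = DMSO-treated cells and -100% = media-only wells without cells; nearly all actives have a fitted effect of over 55% in size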
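A 48-hour cytotoxicity screen used HT-1080-NT cells plated 2 hours before compound delivery. ATP-based CellTiter-Glo luminescence measured viability, normalized to DMSO and no-cell controls.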
SW480 rereplic = A quantitative high throughput screen for small molecules that induce DNA re-replication in SW480 colon adenocarcinoma cells; actives 1.8% (n = 340,000); AID 624297, 2012; SW480 DNA re-replication, Hoechst DNA content imaging, 48 h; Potency, µM (top dose mostly 46.1 µM), inactives show at the top dose re-replication activation, most hits filed as activators; also: potency is read from the fitted curve at half-maximal effect; % of control where 0% means no effect; nearly all actives have a fitted effect of over 55% in size
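First, 250 cells per well were seeded. Next, compound or vehicle (23 nL) was pinned in, plates sat 48 hr at 37 C. Finally Hoechst was added for 40 min before fluorescence scanning.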
HT1080 IDH1KD tx = qHTS for induction of synthetic lethality in tumor cells producing 2HG: qHTS for the HT-1080-IDH1KD cell line; Potency, µM (top dose mostly 46.1 µM), for inactives: at the highest dose activity, negative = toxicity, hits mostly cytotoxic; actives 2% (n = 360,000); HT-1080 IDH1 knockdown viability, ATP luminescence, 48 h;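 also: potency is read from the fitted curve at half-maximal effect; 0% = DMSO wells and -100% = cell-free medium wells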
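Assay cells: HT-1080 with IDH1 knockdown, 750 per well, RPMI/5% FBS. Exposure: 48 h at 37 °C following 2 h pre-incubation. Read: CellTiter-Glo luminescence; fitted concentration-response, curve class assigned.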
KB-V1 cytotox = qHTS assay for MDR1-selective chemotherapeutics: Primary screen using the drug-selected MDR subline cells KB-V1. KB-V1 MDR cells viability, CellTiter-Glo, 72 h. Potency, µM (titrated, usually from 46.1 µM), inactives show at the top dose activity change, negative = cytotoxicity, usual class: cytotoxic. actives 3.4% (n = 400,000). AID 1347076, 2019; also: potency is read from the fitted curve at half-maximal effect; % is scaled to controls: 0 for no effect and ±100 for the full control effect; nearly all actives have a fitted effect of over 60% in size
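KB-V1 cells (P-gp-expressing MDR subline of KB-3-1) in phenol-red-free DMEM with 10% FBS were exposed to library compounds over a concentration series for 72 h at 37 degrees C. Viability read by CellTiter-Glo luminescence; concentration-effect curves fitted after normalization.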
MCF10A rereplic = A quantitative high throughput screen for small molecules that induce DNA re-replication in MCF 10a normal breast cells; MCF 10A DNA re-replication, Hoechst nuclear intensity, 48 h; Potency, µM (titrated, usually from 46.1 µM), without a hit: at the highest dose activity, positive = re-replication, actives largely listed as activators; actives 2.9% (n = 350,000); also: potency is read from the fitted curve at half-maximal effect; % of control where 0% means no effect; nearly all actives have a fitted effect of over 50% in size
* = called active by the depositor; i = inactive; ? = inconclusive; / = not tested or not shown; & = joins results of further samples; [ ] = dose if it differs, or a comment. Unless noted, calls follow the shape of the dose curve; as a rule, active = well fitted curve in the direction sought with a large enough effect; inconclusive = small, poorly fitted or top-dose-only effect, or another doubt; inactive = no such curve, though single readings can be large; an effect the other way counts as inactive or inconclusive.

SMILES	IL-1B inflam inh	KB-3-1 tox	S2 tox	ATXN2 expr inh	HT1080NT lethal	SW480 rereplic	HT1080 IDH1KD tx	KB-V1 cytotox	MCF10A rereplic
O=C(Nc1nc2ccccc2s1)C1CC(=O)N(c2ccccc2)C1 (centres undefined)	-6	-9%	i	-5%	-2%	6%	-2%	-17%	10%
COc1cccc(-c2cnc3c(NC(C)=O)cc(-c4ccccc4OC)cn23)c1	0	-12%	?	-37%	?	/	?	0%	/
CC(C)n1c(CNC(=O)c2ccccc2F)nnc1SCC(=O)c1ccc(F)cc1	22	8%	i	2%	-1%	-14%	8%	20%	-4%
c1ccc(-c2cncnc2)cc1	41	-6%	i	1%	2%	-6%	0%	1%	-1%
O=[N+]([O-])c1cccc(S(=O)(=O)NCCc2cn3ccccc3n2)c1	27	3%	i	-13%	-2%	-12%	3%	13%	0%
COc1ccc(NC(C)=O)cc1S(=O)(=O)NC(Cc1ccccc1)C(=O)NC(C)c1ccccn1 (centres undefined)	11	8%	i	7%	5%	-4%	0%	-9%	-1%
C=CCN1C(=O)c2ccc(C(=O)N(C)CC(=O)Nc3ccc(Br)cc3C)cc2C1=O	0	7%	i	-6%	16%	-494%[inhibitor]	10%	19%	-3%
Cc1ccc(S(=O)(=O)Nc2nc3ccccc3nc2N2CCc3ccccc3C2)cc1	-2	?	i	13%	-21%	9%	?	?	?
O=C(O)c1cc2ncc(-c3[nH]ncc3[N+](=O)[O-])cn2n1	10	20%	i	-5%	1%	-7%	10%	?	2%
CCOC(=O)C1(CC2CCCCO2)CCN(S(=O)(=O)c2ccsc2)CC1 (centres undefined)	11	14%	i	0%	-1%	-3%	3%	11%	?
Cc1ccc(C)c(NC(=O)CSc2nnc(C)c(=O)n2N)c1	-5	3%	i	-4%	8%	?	9%	-12%	?
COc1cc(OC)c(NC(=O)c2cc3c(s2)-c2ccc(Cl)cc2SC3)cc1Cl	/	5%	i	35%[activator]	/	/	/	10%	/
Cc1cc(OCC(=O)OCC(=O)N(C)Cc2ccccc2C)ccc1Cl	18	?	i	9%	6%	-2%	0%	-3%	4%
COc1ccccc1-n1ccnc1SCC(=O)NC(C)(C)C	0	1%	i	-7%	17%	-5%	17%	-4%	-2%
CCOC(=O)c1cccc(NC(=O)Cn2cc3c(n2)CCC(C)C3)c1 (centres undefined)	16	-17%	i	-4%	4%	-2%	-4%	0%	0%
CC(=O)N1CCc2ccc(S(=O)(=O)N3CCN(C)CC3)cc21	-6	2%	i	-10%	9%	1%	19%	-21%	6%
C#CCNC(=O)C1=C[C@@H](c2coc3ccccc3c2=O)C[C@@H](OCc2ccc(CO)cc2)O1	21	1%	i	-7%	7%	-16%	1%	-5%	2%
N#Cc1nc(COc2ccccc2F)oc1NCCCn1ccnc1	3	15%	i	0%	-7%	-4%	-6%	14%	1%
Cn1cc(CC(=O)NCCCN2CCOCC2)c2ccccc21	25	5%	i	4%	0%	-15%	0%	23%	0%
COCCN(C(=O)COC(=O)c1cccc2ccccc12)c1c(N)n(Cc2ccccc2)c(=O)[nH]c1=O	7	13%	i	-2%	7%	-4%	3%	16%	-3%
COc1cccc(CN2CCN(Cc3cc(OC)c(OC)cc3[N+](=O)[O-])CC2)c1	7	-25%	i	-11%	7%	5%	2%	21µM*	13%
CC1(C(=O)NS(=O)(=O)c2ccc3ccccc3c2)CCN1C(=O)C1(c2ccc(Cl)cc2)CCC1 (centres undefined)	53	0%	i	12%	?	/	23%	9%	/
O=C(O)c1ccc(N/N=C/c2ccc(F)c(F)c2)cc1	7	-1%	i	-22%	-12%	-3%	-11%	2%	7%
O=C(CN1CCN(c2cccc(Cl)c2)CC1)NC1CCCc2ccccc21 (centres undefined)	-73*	15%	i	0%	?	1%	-14%	-4%	21µM*
c1coc(CN2CN=C(Nc3nc4ccccc4s3)NC2)c1	?	2%	i	33%	-2%	3%	8%	-1%	15%

2 entries from above, set out differently:
Order of results – IL-1B inflam inh, KB-3-1 tox, S2 tox, ATXN2 expr inh, HT1080NT lethal, SW480 rereplic, HT1080 IDH1KD tx, KB-V1 cytotox, MCF10A rereplic
- O=[N+]([O-])c1cccc(S(=O)(=O)NCCc2cn3ccccc3n2)c1
    27, 3%, i, -13%, -2%, -12%, 3%, 13%, 0%
- COc1ccc(NC(C)=O)cc1S(=O)(=O)NC(Cc1ccccc1)C(=O)NC(C)c1ccccn1 (centres undefined)
    11, 8%, i, 7%, 5%, -4%, 0%, -9%, -1%

Further entries
SMILES	IL-1B inflam inh	KB-3-1 tox	S2 tox	ATXN2 expr inh	HT1080NT lethal	SW480 rereplic	HT1080 IDH1KD tx	KB-V1 cytotox	MCF10A rereplic
CCN(CC)CCn1c(NCc2ccco2)nc2ccccc21	-9	-4%	?	-6%	0%	-11%	4%	?	6%
Cc1ccc(CNC(=O)C(Cc2ccccc2)NS(=O)(=O)c2ccc(Br)s2)cc1 (centres undefined)	-75*	?	i	-2%	?	5%&14%	-27%	?	?
COc1ccc(S(=O)(=O)Nc2c(C)nn(C)c2C)cc1Br	13	-12%	i	-7%	-11%	7%	-6%	-25%	6%
Cc1cc(C)[n+](-c2ccc(C(C)C)cc2)c2[nH]c(=O)[nH]c(=O)c12	26	4%	i	3%	9%	-21%	0%	-3%	?
CCN(CC)S(=O)(=O)c1ccc(OC)c(NC(=O)c2cccc([N+](=O)[O-])c2C)c1	-8	12%	i	-6%	-4%	-8%	-8%	-5%	8%
CCC(C)NC(=O)CC(c1ccccc1)c1cc(C)ccc1O (centres undefined)	19	2%	i	2%	9%	-4%	13%	3%	4%
Cc1ccc(Nc2nc(=O)c3cc([N+](=O)[O-])ccc3s2)cc1	44	11%	i	/	8%	3%	12%	-17%	0%
COc1ccc(CN2C(=O)CN(S(C)(=O)=O)CC2(C)C(=O)Nc2c(C)cccc2C)cc1OC (centres undefined)	-10	-4%	/	/	-3%	/	17%	-12%	/
COCCn1nnnc1C(c1ccc(Cl)cc1)N1CCN(C(=O)c2ccco2)CC1 (centres undefined)	-9	-1%	i	-18%	-6%	8%	-2%	-35%	1%
CCC(CC)C(=O)Nc1cccc(-c2nc3cccnc3s2)c1C	/	5%	i	6%	/	/	/	-15%	/
COC(=O)C1C(=O)NCC1c1ccccc1 (centres undefined)	25	15%	i	5%	5%	-6%	9%	24%	0%
Cc1ccc(C(=O)NNC(=O)Cn2nnc3ccccc32)cc1	1	-2%	i	0%	-3%	/	-9%	4%	/
O=C1CC2(CCCCC2)Oc2ccc(O)cc21	16	-11%	i	-1%	-4%	-4%	-18%	-26%	-5%
CC1CCCC(C)N1C(=O)Cn1cnc2cc([N+](=O)[O-])ccc2c1=O (centres undefined)	35	?	i	-6%	3%	-9%	7%	?	18%
Cc1ccn2cc(CC(=O)O)nc2c1	1	17%	i	-4%	14%	10%	4%	25%	10%
Cc1nc2ccccc2c(=O)n1Cc1ccc([N+](=O)[O-])cc1	15	4%	i	/	3%	-7%	0%	19%	6%
COc1ccc(OC)c(NC(=O)c2cc3c(n(-c4ccc(Cl)cc4)c2=O)CC(C)(C)CC3=O)c1	/	-2%	i	4%	/	/	/	4%	/
Cn1c(-c2ccc(F)cc2)cnc1SCC(=O)N1CCCCC1	-6	0%	i	?	15%	-10%	9%	-23%	0%
CC1(C(=O)NS(=O)(=O)c2cccc(F)c2)CCN1C(=O)Cc1ccc(-c2ccccc2)cc1 (centres undefined)	16	0%	i	-13%	-23%	/	5%	-2%	/
O=C(NCc1ccccc1Cl)C(=O)NCC1OCCN1S(=O)(=O)c1ccc(F)cc1 (centres undefined)	-8	/	i	5%	-2%	43%	-6%	/	3%
CCCCOP(=O)(OCCCC)C1(C)CC(=O)CC(C)(C)C1 (centres undefined)	-11	-5%	i	1%	-8%	1%	0%	?	-1%
CN(C(=O)CSc1nnc(N)s1)c1c(N)n(Cc2ccccc2)c(=O)[nH]c1=O	13	9%	i	0%	5%	-3%	15%	24%	-1%
COc1cc2c(cc1OC)CN(C(=O)c1oc3ccccc3c1C)CC2	-11	?	?	?	-29%	27%	-24%	?	?
O=C(Nc1ccccc1)c1ccc(NC2CCCCC2)c(S(=O)(=O)N2CCOCC2)c1	-52*	-1%	i	3%	-2%	3%	-12%	?	13%
COc1cc(NC(=O)CCn2nc(C)cc2C)cc(OC)c1OC	/	15%	i	8%	/	/	/	5%	/

Entries of single compounds as entered above. Order of screens: IL-1B inflam inh, KB-3-1 tox, S2 tox, ATXN2 expr inh, HT1080NT lethal, SW480 rereplic, HT1080 IDH1KD tx, KB-V1 cytotox, MCF10A rereplic
Cc1cc(C)[n+](-c2ccc(C(C)C)cc2)c2[nH]c(=O)[nH]c(=O)c12 across the screens: 26, 4%, i, 3%, 9%, -21%, 0%, -3%, ?
CCCCOP(=O)(OCCCC)C1(C)CC(=O)CC(C)(C)C1 (centres undefined) across the screens: -11, -5%, i, 1%, -8%, 1%, 0%, ?, -1%
COc1ccc(CN2C(=O)CN(S(C)(=O)=O)CC2(C)C(=O)Nc2c(C)cccc2C)cc1OC (centres undefined) across the screens: -10, -4%, /, /, -3%, /, 17%, -12%, /
Cn1c(-c2ccc(F)cc2)cnc1SCC(=O)N1CCCCC1 across the screens: -6, 0%, i, ?, 15%, -10%, 9%, -23%, 0%
